D1 antagonist: human D1 dopamine receptor antagonism; hit rate 3.2% among 360,000; HEK293 TREx D1 cells, calcium flux, dopamine EC80; hits give low values; P21728; activity change, negative = inhibition, % at 10 µM; AID 504652; in the data active = activity change below about -30%; also: % is scaled to controls: 0 for no effect and ±100 for the full control effect
Target sequence (P21728 whole entry, looked up): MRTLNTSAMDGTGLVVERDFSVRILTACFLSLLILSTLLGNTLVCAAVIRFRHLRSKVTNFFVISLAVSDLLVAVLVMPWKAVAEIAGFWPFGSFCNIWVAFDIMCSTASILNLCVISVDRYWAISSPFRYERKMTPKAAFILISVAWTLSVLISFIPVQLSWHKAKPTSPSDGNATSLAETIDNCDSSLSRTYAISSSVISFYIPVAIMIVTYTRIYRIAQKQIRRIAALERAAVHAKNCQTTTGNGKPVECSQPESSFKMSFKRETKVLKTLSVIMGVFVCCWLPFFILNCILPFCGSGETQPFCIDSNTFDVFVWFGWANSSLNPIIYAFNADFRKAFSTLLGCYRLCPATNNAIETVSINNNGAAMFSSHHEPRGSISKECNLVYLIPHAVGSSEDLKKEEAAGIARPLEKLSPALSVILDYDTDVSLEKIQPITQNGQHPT
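Using tetracycline-induced force-coupled D1 Hek293 cells and a calcium dye, signals were followed for 180 s after compound, then for 180 s after EC80 dopamine, to detect inhibitors.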
TRHR PAM: allosteric enhancers of human TRH receptor; TRHR cells, fluo-8 calcium fluorescence, EC20 TRH enhancement; enhancement, % at 2 µM; hit rate 0.66% among 360,000; in the data active = enhancement above about 30%; also: 0% is about no effect
Target sequence (P34981 whole entry, looked up): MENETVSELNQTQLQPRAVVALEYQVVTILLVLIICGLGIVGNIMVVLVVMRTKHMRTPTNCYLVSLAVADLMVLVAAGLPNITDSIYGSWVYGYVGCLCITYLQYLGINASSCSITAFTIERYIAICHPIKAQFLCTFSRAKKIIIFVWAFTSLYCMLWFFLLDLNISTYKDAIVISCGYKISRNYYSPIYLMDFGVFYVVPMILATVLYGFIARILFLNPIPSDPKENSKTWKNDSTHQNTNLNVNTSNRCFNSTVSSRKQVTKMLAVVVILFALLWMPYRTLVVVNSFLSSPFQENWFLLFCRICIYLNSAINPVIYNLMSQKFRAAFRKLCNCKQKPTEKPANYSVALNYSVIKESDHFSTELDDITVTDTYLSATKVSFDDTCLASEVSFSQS
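Enhancer read-out: after compound pinning and an initial kinetic agonist-mode read, an EC20 of TRH (10 nM final) was injected and fluo-8 calcium signal (Ex 480/Em 530) followed at 1 s/cycle for 100 cycles in TRHR-expressing cells.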
RXFP1 antag: RXFP1 (human) relaxin receptor antagonism. Q9HBX9. HEK293-RXFP1, relaxin-stimulated cAMP HTRF, 30 min; hits give low values. activity change, negative = inhibition, % at 57.5 µM. hit rate 0.59% among 350,000;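 active = activity change of -60% or lower, but not beyond a set lower limit; inconclusive = change between -60% and -40%, or beyond the set limit; inactive = change above -40%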; also: % is scaled to controls: 0 for no effect and ±100 for the full control effect
D2 PAM: positive allosteric modulators of human D2 dopamine receptor; P14416; HEK293 T-REx D2, calcium flux, EC20 dopamine potentiation; potentiation, % at 10 µM; hit rate 0.34% among 340,000;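 active = potentiation over 3 SD above the plate norm, cut at about 30% in these data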; also: 0% is about no effect
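Cells plated with tetracycline inducer and held overnight at 30 C; calcium dye loaded 30–90 min at room temperature; baseline taken, compound added and read 180 s; EC20 dopamine then added and read 180 s.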
D2 antagonist: antagonizes the human D2 dopamine receptor. inhibition, % at 10 µM. hit rate 2% among 340,000. HEK293 TREx D2 cells, calcium flux, dopamine EC80. P14416; in the data active = inhibition above about 30%; also: 0% is about no effect
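Dopamine at EC80 is the agonist stimulus; test compounds precede it by 180 s. Calcium flux read kinetically in a force-coupled, inducible HEK293 T-REx D2 cell line.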
RXFP1 agonist: activates the human relaxin receptor RXFP1; Q9HBX9; HEK293T-RXFP1 cAMP TR-FRET, 30 min; response scale: percent of porcine relaxin response, buffer zero; Potency, µM (top dose mostly 57.5 µM), inactives show top-dose activation, actives largely listed as activators; hit rate 0.3% among 370,000; active = well fitted activation curve with a large enough effect; inconclusive = small, poorly fitted or top-dose-only effect; also: potency is read from the fitted curve at half-maximal effect; % is scaled to controls: 0 for no effect and ±100 for the full control effect; nearly all actives have a fitted effect of over 60% in size; many of its hits are not listed in these tables
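cAMP rise read by TR-FRET after 30 min, 37C compound exposure (up to 58 uM) in RXFP1-transfected HEK293 cells with Ro 20174 present. EC50 from Hill-equation fits, with 29 nM porcine relaxin as 100% and buffer as basal.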
D2 agonist: D2 dopamine receptor (human) agonism; HEK293 T-REx D2 cells, calcium flux agonist mode; hit rate 0.53% among 340,000; AID 485358; P14416; activation, % at 2 µM;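 active = activation over 3 SD above normal in the single-dose calcium agonist read, cut at about 30% in these data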; also: 0% is about no effect
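Calcium-flux readout, 1 cycle/sec over 180 s following compound pin transfer, in inducible HEK293 Trex D2 cells (force-coupled); dopamine controls included. Positive calcium responses during this window marked compounds as potential agonists.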
D1 agonist: agonists of human D1 dopamine receptor | HEK293 T-REx D1 cells, calcium flux, agonist mode | activation, % at 2 µM | hit rate 1% among 360,000; in the data active = activation above about 30%; also: 0% is about no effect
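Inducible HEK293 T-REx D1 cells, force-coupled to calcium signalling, were plated at 4000 cells/well with tetracycline and held overnight at 30 C. After no-wash calcium dye loading, compound-evoked calcium rise over 180 s flagged agonists.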
D1 potentiator: potentiators of human D1 dopamine receptor; HEK293 TREx D1 cells, calcium flux, dopamine EC20 potentiation; hit rate 0.036% among 360,000; P21728; potentiation, % at 10 µM; in the data active = potentiation above about 30%; also: 0% is about no effect
Numbers without * were called inactive; u = inconclusive; x = not tested or not shown.

SMILES,D1 antagonist,TRHR PAM,RXFP1 antag,D2 PAM,D2 antagonist,RXFP1 agonist,D2 agonist,D1 agonist,D1 potentiator
C/C(=N\NC(=O)COc1ccc(C(C)(C)C)cc1)c1ccc(N2CCOCC2)cc1,9,-3,-6,2,-8,1.5%,-0.1,3,0
CN(C)S(=O)(=O)c1cccc(NC(=O)COC(=O)C2(c3ccccc3F)CCCC2)c1,-5,-5,-13,x,x,6.1%,x,12,-12
CC(=O)c1cccc(N2C(=O)CC(N3CCN(S(=O)(=O)c4ccc(Cl)cc4)CC3)C2=O)c1 (stereo not given),-8,6,7,-6,-2,-0.7%,-0.4,0,-2
CCOc1ccc(N2C(=O)CC(Sc3nnnn3-c3ccccc3)C2=O)cc1 (stereo not given),19,-1,-16,-4,23,22%,-1.0,3,-2
CCOC(=O)N1CCc2c(sc3c2c(=O)n(Cc2ccccc2)c(=O)n3Cc2ccccc2F)C1,-8,6,x,4,-5,0.1%,0.1,-1,1
CCOC(=O)CSc1nc(=O)n2cc(C)ccc2n1,1,6,2,-7,6,u,0.2,2,5
N#Cc1ccc(CSc2nnc(-c3ccccn3)n2-c2ccc(Cl)cc2)cc1,-10,2,-6,5,8,-0.2%,7.0,3,0
CCN(C(=O)c1cccc(S(=O)(=O)N(C)C)c1)C12CC3CC(CC(C3)C1)C2,-11,3,-2,2,-18,0.2%,-1.6,13,-5
COc1ccc(S(=O)(=O)Nc2nc3ccccc3s2)cc1OC,-8,1,-7,0,-5,0.9%,-1.1,3,-4
CCNc1ccc(C(=O)O)cc1N,-17,2,x,16,-14,0.3%,0.4,1,-8
Cc1cccc(CCNC(=O)CC2C(=O)NCCN2Cc2ccc(F)c(F)c2)n1 (stereo not given),-6,2,12,9,4,-0.7%,1.3,2,-5
COc1ccc(CCNC(=O)CCS(=O)(=O)c2cc3c(cc2Cl)NC(=O)CO3)cc1OC,0,0,x,-8,x,0.4%,-1.5,2,-3
CCOc1cc(N2CCOCC2)c(OCC)cc1NC(=O)COc1ccc2ccc(=O)oc2c1,3,-2,x,6,11,0.2%,0.9,2,-3
CC(=O)c1c(C)[nH]c(C(=O)NCc2ccccc2)c1C,-6,13,-12,4,-9,-0.6%,-0.3,6,-1
CN(C)c1oc(-c2ccc(OCc3ccc(Cl)cc3)cc2)nc1C#N,-1,-3,22,1,7,0.5%,1.4,1,-4
Cc1c(NC(=O)C(F)(F)F)ccc2nc3c(=O)n(C)c(=O)n(C)c3nc12,6,-3,-4,1,x,22%,1.5,5,1
CCOC(=O)c1nnsc1N,-16,0,-17,-1,2,1.0%,0.7,2,-4
CC(=O)Nc1ccc(/C=N/NS(=O)(=O)c2cc(C)ccc2C)cc1,-5,1,-14,5,12,-2.1%,-0.8,4,3
CCOc1cc(C2C(C(=O)OC)=C(C)NC3=C2C(=O)c2ccccc23)ccc1OC (stereo not given),0,-6,-20,-12,x,4.1%,0.7,1,-1
O=C(NNS(=O)(=O)c1ccc(F)cc1)c1ccc([N+](=O)[O-])cc1Cl,9,-3,3,-2,-5,2.7%,1.3,4,1
CCOC(=O)c1ccc(NC(=O)Cc2ccc(-n3c(CC)nc4cccnc43)cc2)cc1,-14,-1,u,5,x,0.6%,1.2,6,-3
CCc1nnc(NS(=O)(=O)c2ccc(NC(=O)/C=C/c3ccc(OC)cc3OC)cc2)s1,-20,3,-2,7,-7,-0.8%,-2.8,0,-2
COc1ccc(N2C(=O)CCC(C(=O)NCc3cccnc3)C2c2ccc(OC)c(OC)c2)cc1 (stereo not given),-5,-8,-3,-7,9,0.7%,0.4,0,1
Cc1cc(C)c2c3c(sc2n1)C1(CCSCC1)C(C#N)=C(N)O3,-3,5,14,9,-5,0.1%,2.0,-3,-5
COc1ccc(CSc2nnnn2-c2ccc(O)cc2)cc1F,-37*,-7,18,17,-18,-0.1%,-1.2,14,-6
O=P(c1ccccc1)(c1ccccc1)c1ccc(O)cc1,16,6,11,13,-4,1.6%,-0.2,6,3
COc1ccc(C(=O)OCC(=O)NC2CCCC2)c(OC)c1OC,0,-4,-1,-6,-2,0.0%,0.7,1,-3
O=C1CN(C(=O)c2ccccc2F)C(c2ccc(F)cc2)c2cc(F)ccc2N1 (stereo not given),-3,0,-2,-4,4,-2.0%,1.8,3,-1
CCCC(=O)Nc1ccc(C(=O)COC(=O)C2CC2C)cc1 (stereo not given),14,1,8,-4,-21,0.6%,-0.4,1,8
O=c1c2ccccc2nc(/C=C/c2cccc([N+](=O)[O-])c2)n1CCO,5,5,17,-5,-2,0.1%,0.0,0,0
CCCC(c1nnnn1CCOC)N1CCN(c2nc3ccccc3s2)CC1 (stereo not given),-5,5,-27,5,10,0.4%,-0.5,3,1
CS(=O)(=O)c1ccc(Cl)c(C(=O)NCC2CCCCC2)c1,2,22,11,8,3,-0.9%,0.3,6,-4
CC(C)c1nc(CNC(=O)CC2C(=O)NCCN2Cc2cccc(F)c2F)cs1 (stereo not given),7,2,-16,17,-13,0.0%,0.0,0,-8
CCCN(CC(=O)Nc1c(C)cccc1CC)C(=O)SCC,15,-3,11,4,14,0.7%,0.4,4,-9
CCOc1ccc(C2Nc3ccccc3C(CC)(CC)O2)cc1 (stereo not given),-14,1,0,-9,4,-1.0%,-0.1,3,-2
CCc1nnc(NC(=O)CN2CCN(S(C)(=O)=O)CC2)s1,-8,-11,3,-4,-8,0.0%,1.8,0,-2
O=C(CSc1nc2ncccc2[nH]1)c1ccc(F)cc1,-2,-9,-5,-6,13,2.2%,-1.5,2,-1
CC(C)CNC(C(=O)Nc1ccc([N+](=O)[O-])cc1Br)c1ccccc1 (stereo not given),8,2,-4,10,13,-1.9%,-0.8,4,8
Cn1c(=O)cc(Nc2ccccc2)c2c(=O)n(-c3ccccc3)c(=O)n(-c3ccccc3)c21,0,-5,-1,-1,-3,-0.7%,0.6,2,-5
O=C(O)CSc1nc2ccccc2n1-c1ccccc1,9,-5,-3,0,-2,-1.1%,-0.5,1,-6

Some entries already given, showing only D1 antagonist:
| SMILES | D1 antagonist |
| --- | --- |
| Cn1c(=O)cc(Nc2ccccc2)c2c(=O)n(-c3ccccc3)c(=O)n(-c3ccccc3)c21 | 0 |
| CCc1nnc(NC(=O)CN2CCN(S(C)(=O)=O)CC2)s1 | -8 |

Additional structures follow.
SMILES,D1 antagonist,TRHR PAM,RXFP1 antag,D2 PAM,D2 antagonist,RXFP1 agonist,D2 agonist,D1 agonist,D1 potentiator
COc1ccc(N2CCN(C(=O)c3cc(-c4ccc(C)c(F)c4)on3)CC2)cc1,-17,-1,-3,5,x,-2.4%,-1.7,10,-2
CC(C)CCN1CCN(Cc2ccc3nsnc3c2)CC1CCO (stereo not given),-21,-3,-5,-9,11,0.6%,-0.9,0,-5
Cc1[nH]c(C)c(S(=O)(=O)NCc2ccc(N(C)C)cc2)c1C(=O)N1CCCC1,-2,2,-15,7,5,-5.4%,0.5,2,-4
COc1ccc(/C(=C/Nc2cccc(Br)c2)C(C)=O)cc1OC,-11,41*,-8,10,-12,-0.6%,-0.8,-1,-5
Clc1cccc(-c2nnc3n2CCCCC3)c1,-3,-8,-11,18,0,1.4%,3.7,2,-4
COc1cc(/C=N/NC(N)=O)ccc1OCC(=O)N1C(C)CCCC1C (stereo not given),1,1,-4,7,-4,1.4%,-0.1,1,-2
CC(C)C(=O)Nc1ncc(Cc2cccc(Cl)c2)s1,-11,2,-26,-3,8,1.2%,-0.2,0,0
COc1ccc(C(=O)N2CCN(c3ncnc4c(-c5ccccc5)nsc34)CC2)cc1,9,-1,-15,-5,x,0.8%,x,4,-1

Grouped by structure, the entries above containing an NH in an aromatic ring (3)
SMILES,D1 antagonist,TRHR PAM,RXFP1 antag,D2 PAM,D2 antagonist,RXFP1 agonist,D2 agonist,D1 agonist,D1 potentiator
CC(=O)c1c(C)[nH]c(C(=O)NCc2ccccc2)c1C,-6,13,-12,4,-9,-0.6%,-0.3,6,-1
O=C(CSc1nc2ncccc2[nH]1)c1ccc(F)cc1,-2,-9,-5,-6,13,2.2%,-1.5,2,-1
Cc1[nH]c(C)c(S(=O)(=O)NCc2ccc(N(C)C)cc2)c1C(=O)N1CCCC1,-2,2,-15,7,5,-5.4%,0.5,2,-4

Next entries.
SMILES,D1 antagonist,TRHR PAM,RXFP1 antag,D2 PAM,D2 antagonist,RXFP1 agonist,D2 agonist,D1 agonist,D1 potentiator
CN(c1ccc(C(=O)NCc2cccnc2)cc1)S(C)(=O)=O,21,-3,-1,13,-17,1.1%,0.2,1,-2
COc1ccc(N2CCN(CC(=O)Nc3ccc(C)c(C)c3)CC2)cc1,-7,3,2,0,3,0.4%,-1.7,-1,-5
COc1ccccc1OCC(=O)NCc1cccs1,3,-3,8,x,x,-0.1%,x,7,0
NC(=O)c1cccnc1Nc1cccc([N+](=O)[O-])c1,-12,8,-11,-7,-8,1.0%,0.6,1,-4
Cc1c(C(=O)OCC(=O)NCc2ccccc2)oc2ccccc12,-1,16,6,5,4,0.0%,-1.6,0,0
CCOC(=O)[C@H]1[C@H]2COc3ccc(C)cc3[C@@H]2N2C(=O)CN(CC3CCCO3)C(=O)[C@@]12C (stereo not given in full),x,8,x,5,-10,0.7%,-0.3,0,0
Oc1ccccc1-c1nc(/C=C/c2ccccc2Cl)no1,0,-5,x,-8,x,1.8%,0.9,5,0
Cc1ccc(S(=O)(=O)NCCc2cccs2)cc1,-14,0,8,3,-23,0.0%,0.3,1,0
CC1(C)CC(=O)c2sc(NS(=O)(=O)c3ccc([N+](=O)[O-])cc3)nc2C1,0,6,2,-5,4,3.5%,0.2,-1,-6
COc1cc(CCC(=O)OCC(=O)N(CC(C)C)C2CCS(=O)(=O)C2)cc(OC)c1OC (stereo not given),-3,-8,-5,-5,11,-0.2%,0.1,4,-3
O=S(=O)(c1cccc2nsnc12)N1CCN(c2ccccc2F)CC1,-4,-6,-13,-5,6,0.9%,-0.7,0,-9
CC1(C)Oc2ccc(C(=O)N3CCOCC3)cc2N(CC(=O)N2CCOCC2)C1=O,12,1,6,3,8,-0.2%,-0.2,2,-3
Cc1ccc(NC(=O)C2CCN(c3ncnc4sc(C)c(C)c34)CC2)cc1S(=O)(=O)N(C)C,31,2,-26,-15,24,3.8%,0.7,3,-2
CN(c1ccccc1)C(c1ccc(F)cc1)c1nnnn1C1CCCC1 (stereo not given),6,-4,-2,-4,1,0.7%,-0.8,2,-7

A portion of the library; rates above refer to the full screens.
